PhoP GFP inhibition: PhoP regulon inhibitors, Salmonella typhi PhoP promoter GFP reporter, confirmatory (AID 1850). Salmonella Typhi PhoP-promoter GFP reporter, fluorescence, 4 h; higher % means a stronger effect. hit rate 0.33% among 310,000. inhibition, % at 50 µM; hits with a dose series show IC50 in µM; in the data active = a potency from the dose series; inconclusive = inhibition mostly from about 25% at the one dose, without a potency; inactive = the rest, 99 in 100 with inhibition below about 19%;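 also: 0% = induced wells with vehicle and 100% = uninduced wells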
H1N1 NS1A inhibition: H1N1 influenza NS1A inhibitors, functional cell based assay (AID 504329). NS1A functional cell-based assay, percent inhibition; higher % means a stronger effect. one-dose inhibition, % at 12.5 µM; IC50 in µM for titrated hits. hit rate 0.3% among 340,000; in the data active = a potency from the dose series; inconclusive = inhibition above about 27% without an active follow-up result; also: strong numbers were not always called active
tuberculosis growth: growth inhibition of non-replicating M. tuberculosis (AID 488890); Mycobacterium tuberculosis non-replicating, growth inhibition; higher % means a stronger effect; one-dose inhibition, % at 25 µM; IC50 in µM for titrated hits; hit rate 0.39% among 320,000; in the data active = a potency from the dose series; inconclusive = inhibition mostly from about 82% at the one dose, without a potency; inactive = the rest, 99 in 100 with inhibition below about 76%;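 also: plate controls were DMSO cells for no effect and high antibiotic wells for full effect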
H37Rv inhibition: M. tuberculosis growth inhibition, HTS (AID 449762); inhibition, % at 25 µM; hits with a dose series show IC50 in µM; M. tuberculosis H37Rv growth inhibition, 7H9 media; higher % means a stronger effect; hit rate 0.59% among 330,000; in the data active = a potency from the dose series; inconclusive = inhibition above about 70% without an active follow-up result;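 also: bacterial growth assessed after seven days of incubation; strong numbers were not always called active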
inhibitors of VEEV: inhibitors of VEEV TC-83 cytopathic effect, confirmation, Vero cells (AID 588727); one-dose inhibition, % at 20 µM; IC50 in µM for titrated hits; hit rate 0.13% among 350,000; Vero cells, VEEV TC-83 cytopathic effect inhibition; higher % means a stronger effect; in the data active = a potency from the dose series; inconclusive = inhibition mostly from about 14% at the one dose, without a potency; inactive = the rest, 99 in 100 with inhibition below about 12%; also: strong numbers were not always called active
inhibitors of VEEV 10K pilot screen: recorded beside inhibitors of VEEV, whose call it bears; inhibition, %; measured here: 10K pilot screen inhibition
* marks the source's active call; other numbers are inactive results.

`COc1ccccc1C(c1c(O)nc(SC)[nH]c1=O)c1c(O)nc(SC)[nH]c1=O` gave PhoP GFP inhibition -1%, H1N1 NS1A inhibition -1%, tuberculosis growth 3%, H37Rv inhibition 11% and inhibitors of VEEV 0.2%.
`CCC(NC(=O)c1ccccc1NC(=O)c1ccc(OC)cc1)C(=O)N1CCCC1` (configuration not stated) gave PhoP GFP inhibition -3%, H1N1 NS1A inhibition 10%, tuberculosis growth 21%, H37Rv inhibition -1% and inhibitors of VEEV 0.5%.
For O=C(NNC(=S)Nc1ccccc1)C1CC1 the results were PhoP GFP inhibition -3%, H1N1 NS1A inhibition -2%, tuberculosis growth -5%, H37Rv inhibition -1% and inhibitors of VEEV inactive.
`O=C1C=C(c2cc(Cl)cc(Cl)c2)C[C@@H](c2ccc3c(c2)OCO3)C1` gave H1N1 NS1A inhibition -1%, tuberculosis growth 5%, H37Rv inhibition 1%, inhibitors of VEEV 1.1% and inhibitors of VEEV 10K pilot screen 1.3.
`COc1cc(C(=O)NNC(=O)CNC(=O)C2CCCCC2)ccc1OC(C)C` gave H1N1 NS1A inhibition 0%, tuberculosis growth 0%, H37Rv inhibition -5% and inhibitors of VEEV inactive.
COc1ccc(NC(=O)C(NC(=O)c2ccc(C)cc2)c2ccccc2)cc1 (configuration not stated) was read as PhoP GFP inhibition 6%, H1N1 NS1A inhibition -3%, tuberculosis growth 10%, H37Rv inhibition 7% and inhibitors of VEEV 0.8%.
Cc1ccc(C)c(Cc2c(C)nc(C)[nH]c2=O)c1 was read as PhoP GFP inhibition -2%, H1N1 NS1A inhibition -6%, tuberculosis growth -20%, H37Rv inhibition -2% and inhibitors of VEEV 0.9%.
`COc1ccccc1NS(=O)(=O)c1cccc(C(=O)N/N=C(\C)c2cccnc2)c1` gave H1N1 NS1A inhibition 6%, tuberculosis growth 32%, H37Rv inhibition 1% and inhibitors of VEEV 1.4%.
`Cc1ccc(S(=O)(=O)c2cc3c(=O)n4cccc(C)c4nc3n(CCc3ccccc3)c2=N)cc1C` gave H1N1 NS1A inhibition -11% and inhibitors of VEEV 1.9%.
`Cc1c(C(=O)Nc2ccc(N3CCOCC3)cc2)cccc1[N+](=O)[O-]` gave PhoP GFP inhibition 3%, H1N1 NS1A inhibition -5%, tuberculosis growth -4%, H37Rv inhibition 0% and inhibitors of VEEV 1.1%.
CC(=O)Oc1cccc(/C=c2\sc3nc(-c4ccco4)nn3c2=O)c1 was read as PhoP GFP inhibition -1%, H1N1 NS1A inhibition -8%, tuberculosis growth inconclusive, H37Rv inhibition 2% and inhibitors of VEEV 5.6%.
For CC(C)Cc1cc(C(=O)Nc2cccc(O)c2)no1 the results were PhoP GFP inhibition 2%, H1N1 NS1A inhibition -19%, tuberculosis growth inconclusive, H37Rv inhibition 42% and inhibitors of VEEV inactive.
For NC(=O)CSc1cn(Cc2ccccc2)c2ccccc12 the results were PhoP GFP inhibition -4%, H1N1 NS1A inhibition 9%, tuberculosis growth -2%, H37Rv inhibition 0% and inhibitors of VEEV 0.6%.
`O=C(Nc1ccccc1)c1c(F)c(F)c(F)c(F)c1F` gave PhoP GFP inhibition 20%, H1N1 NS1A inhibition -6%, tuberculosis growth 18%, H37Rv inhibition -1% and inhibitors of VEEV inactive.
`CC(C)CC(NC(=O)C1CCC(C)CC1)C(=O)Nc1ccc2c(c1)OCCO2` (configuration not stated) gave PhoP GFP inhibition -1%, H1N1 NS1A inhibition 8%, tuberculosis growth 35%, H37Rv inhibition -2% and inhibitors of VEEV 2.5%.
COC(=O)Cc1c(O)ccn(CCc2ccc(S(N)(=O)=O)cc2)c1=O was read as PhoP GFP inhibition -8%, H1N1 NS1A inhibition 4%, tuberculosis growth 2%, H37Rv inhibition 0% and inhibitors of VEEV inactive.
CN(/N=C/c1cccc(Br)c1)C1=NS(=O)(=O)c2ccccc21 was read as PhoP GFP inhibition 4%, H1N1 NS1A inhibition -16%, tuberculosis growth -16%, H37Rv inhibition 8% and inhibitors of VEEV 0.2%.
For CCC(C)(C)C1CCc2[nH]nc(C(=O)NCCNC(=O)OC(C)(C)C)c2C1 (configuration not stated) the results were PhoP GFP inhibition 8%, H1N1 NS1A inhibition 2%, tuberculosis growth 2%, H37Rv inhibition 5% and inhibitors of VEEV 1.4%.
For Cc1cc(N(CCCl)CCCl)ccc1/C=N/NC(=O)c1ccco1 the results were PhoP GFP inhibition 0%, H1N1 NS1A inhibition 5%, tuberculosis growth 72%, H37Rv inhibition 33% and inhibitors of VEEV 9.7%.
Screening CCOc1ccc(CC(=NCCO)C2=C(O)CC(C)(C)CC2=O)cc1OCC returned PhoP GFP inhibition 3%, H1N1 NS1A inhibition -5%, tuberculosis growth 7%, H37Rv inhibition -4% and inhibitors of VEEV 2.2%.
`COc1ccc(S(=O)(=O)Nc2cc(C)nn2-c2ccccc2)cc1` gave PhoP GFP inhibition 15%, H1N1 NS1A inhibition -11%, tuberculosis growth -7%, H37Rv inhibition -1% and inhibitors of VEEV 1.8%.
S=C(NC1CCCCC1)NN(c1ccccc1)c1ccccc1 was read as PhoP GFP inhibition 2%, H1N1 NS1A inhibition -6%, tuberculosis growth 9%, H37Rv inhibition 6% and inhibitors of VEEV inactive.
For CC(NC(=O)CCNC(=O)c1ccc(Br)cc1)c1ccc(-n2ccnc2)cc1 (configuration not stated) the results were PhoP GFP inhibition 1%, H1N1 NS1A inhibition -2%, tuberculosis growth 9%, H37Rv inhibition -9% and inhibitors of VEEV 1.2%.
Screening CCC(=O)Nc1ccc(S(=O)(=O)N2CCc3ccccc32)cc1 returned PhoP GFP inhibition -3%, H1N1 NS1A inhibition 1%, tuberculosis growth 42%, H37Rv inhibition 2% and inhibitors of VEEV 1.1%.

Reprinted from the results shown (two entries):
For NC(=O)CSc1cn(Cc2ccccc2)c2ccccc12 the results were PhoP GFP inhibition -4%, H1N1 NS1A inhibition 9%, tuberculosis growth -2%, H37Rv inhibition 0% and inhibitors of VEEV 0.6%.
`O=C(Nc1ccccc1)c1c(F)c(F)c(F)c(F)c1F` gave PhoP GFP inhibition 20%, H1N1 NS1A inhibition -6%, tuberculosis growth 18%, H37Rv inhibition -1% and inhibitors of VEEV inactive.

(cont.)
For O=C(CSc1nnc2c(Cl)cc(Cl)cn12)N1CCOCC1 the results were PhoP GFP inhibition -7%, H1N1 NS1A inhibition -4%, tuberculosis growth 0%, H37Rv inhibition -11% and inhibitors of VEEV 4.3%.
For Cc1ccc(NC(=O)/C(C#N)=C/c2cn(CC(=O)NCc3ccco3)c3ccccc23)cc1C the results were PhoP GFP inhibition 3%, H1N1 NS1A inhibition -1%, tuberculosis growth -10%, H37Rv inhibition 33% and inhibitors of VEEV 0.8%.
Screening O=P(OC1CCCCC1)(OC1CCCCC1)C(O)c1ccccc1 (configuration not stated) returned PhoP GFP inhibition -3%, H1N1 NS1A inhibition -7%, tuberculosis growth 23%, H37Rv inhibition -6% and inhibitors of VEEV 0.3%.
Screening O=C(c1ccc(-n2cncn2)c([N+](=O)[O-])c1)N1CCN(S(=O)(=O)c2ccc(Cl)cc2)CC1 returned PhoP GFP inhibition -5%, H1N1 NS1A inhibition -1%, tuberculosis growth -4%, H37Rv inhibition -13% and inhibitors of VEEV 1.5%.
Nc1nc(SCC(=O)c2cc(F)ccc2F)n[nH]1 was read as PhoP GFP inhibition -4%, H1N1 NS1A inhibition -3%, tuberculosis growth -2%, H37Rv inhibition -3% and inhibitors of VEEV 3.1%.
Clc1cc(Sc2ccc(Br)cc2)nnc1-c1ccccc1 was read as PhoP GFP inhibition 18%, H1N1 NS1A inhibition -3%, tuberculosis growth 71%, H37Rv inhibition -7% and inhibitors of VEEV 3.6%.
`COc1ccc(S(=O)(=O)N2CCC(C)CC2)cc1N(C)S(=O)(=O)c1ccccc1` gave PhoP GFP inhibition -7%, H1N1 NS1A inhibition -4%, tuberculosis growth -2%, H37Rv inhibition 0% and inhibitors of VEEV 6.1%.
`O=C(CN1C(=O)NC2(CCOc3ccccc32)C1=O)NCc1ccc(F)cc1` (configuration not stated) gave H1N1 NS1A inhibition 3%, tuberculosis growth 4%, H37Rv inhibition -2% and inhibitors of VEEV 0.6%.
`CCOC(=O)c1ccc(NC(=O)CC2C(=O)N(c3ccc(F)cc3)C(=O)N2CCC(C)C)cc1` (configuration not stated) gave PhoP GFP inhibition -7%, H1N1 NS1A inhibition 8%, tuberculosis growth 26%, H37Rv inhibition 69% and inhibitors of VEEV inactive.
`COC(=O)c1cccc(N2C(=O)C(Cl)=C(N3CCOCC3)C2=O)c1` gave PhoP GFP inhibition -16%, H1N1 NS1A inhibition -1%, tuberculosis growth 79%, H37Rv inhibition inconclusive, inhibitors of VEEV 0.2% and inhibitors of VEEV 10K pilot screen 2.8.
CCn1c(SCC(N)=O)nnc1-c1ccco1 was read as PhoP GFP inhibition -9%, H1N1 NS1A inhibition -20%, tuberculosis growth -1%, H37Rv inhibition -4% and inhibitors of VEEV 1.2%.
For COc1ccc(C2=NS(=O)(=O)N(C)C(C(=O)NCc3ccco3)=C2)cc1OC the results were PhoP GFP inhibition 5%, H1N1 NS1A inhibition -2%, tuberculosis growth 32%, H37Rv inhibition -2% and inhibitors of VEEV inactive.
`CCCCNC(=O)C1(O)c2cc(Br)ccc2NC(=O)N1c1cccc(OC)c1` (configuration not stated) gave PhoP GFP inhibition 8%, H1N1 NS1A inhibition -30%, tuberculosis growth 6%, H37Rv inhibition -4% and inhibitors of VEEV inactive.
For Cc1ccc(S(=O)(=O)CCC(=O)OCC(=O)NCCc2ccccc2)cc1 the results were PhoP GFP inhibition 0%, H1N1 NS1A inhibition -4%, tuberculosis growth 19%, H37Rv inhibition 2% and inhibitors of VEEV 1.8%.
For COc1ccc(NC(=O)COC(=O)CNC(=O)COc2ccccc2)cc1OC the results were H1N1 NS1A inhibition 10% and inhibitors of VEEV inactive.
Screening CCOC(=O)Cc1nn2c(=O)cc(C)nc2s1 returned PhoP GFP inhibition 2%, H1N1 NS1A inhibition -2%, tuberculosis growth 4%, H37Rv inhibition -1% and inhibitors of VEEV 0.3%.
For C[N+]1(C)CCCC(OC(=O)C(O)(c2ccccc2)c2ccccc2)C1 (configuration not stated) the results were PhoP GFP inhibition -11%, H1N1 NS1A inhibition -1%, tuberculosis growth -11%, H37Rv inhibition -3% and inhibitors of VEEV 0.4%.
Screening CC1CN(C(=O)c2cccc(S(=O)(=O)N3CCN(c4ccccc4)CC3)c2)CC(C)O1 (configuration not stated) returned H1N1 NS1A inhibition -20%, tuberculosis growth -14%, H37Rv inhibition -11% and inhibitors of VEEV inactive.
For CCOC(=O)N1CCN(CC(=O)Nc2nc3ccccc3s2)CC1 the results were PhoP GFP inhibition 1%, H1N1 NS1A inhibition 2%, tuberculosis growth inconclusive, H37Rv inhibition 12% and inhibitors of VEEV inactive.
For Clc1ccc(CSc2nnc(/C=C/c3ccccc3)o2)c(Cl)c1 the results were PhoP GFP inhibition 8%, H1N1 NS1A inhibition -5%, tuberculosis growth 47%, H37Rv inhibition -5% and inhibitors of VEEV inactive.
Screening C=CCN(c1ccc(OC)cc1)S(=O)(=O)c1ccc(Cl)c(C(=O)OCC(=O)NC2CC2)c1 returned PhoP GFP inhibition -3%, H1N1 NS1A inhibition 14%, tuberculosis growth 19%, H37Rv inhibition -8% and inhibitors of VEEV 0.7%.
CC(C)C[C@@]12C(=O)N(c3cccc(F)c3)C(=O)N1[C@H](c1ccc(Br)cc1)[C@@H]1C(=O)N(C(C)(C)C)C(=O)[C@@H]12 was read as PhoP GFP inhibition 3%, H1N1 NS1A inhibition 3%, tuberculosis growth 51%, H37Rv inhibition -1% and inhibitors of VEEV 0.1%.
`COc1cccc(/C=N/n2cnnc2)c1OCc1ccccc1` gave PhoP GFP inhibition -2%, H1N1 NS1A inhibition -2%, tuberculosis growth -6%, H37Rv inhibition -8% and inhibitors of VEEV inactive.
O=C(CCCCCNC(=O)N1CCn2c1nc1ccccc12)N[C@H](Cc1ccccc1)C(=O)O was read as PhoP GFP inhibition -7%, H1N1 NS1A inhibition 2%, tuberculosis growth 0%, H37Rv inhibition -1% and inhibitors of VEEV 0.6%.
Screening CC(C)(C)c1ccc(NC(=O)COC(=O)c2ccc(NS(=O)(=O)c3ccc(F)c(F)c3)cc2)cc1 returned PhoP GFP inhibition 11%, H1N1 NS1A inhibition 0%, tuberculosis growth 18%, H37Rv inhibition -6% and inhibitors of VEEV 5.1%.
Screening Cc1ccccc1NC(=O)C1CC(=O)OC12CCOC(C)(C)C2 (configuration not stated) returned PhoP GFP inhibition -8%, H1N1 NS1A inhibition -4%, tuberculosis growth -2%, H37Rv inhibition 3% and inhibitors of VEEV inactive.

Screening data deposited in PubChem BioAssay by Southern Research Specialized Biocontainment Screening Center.
